NSD2 inh: NSD2 histone methyltransferase inhibitors, primary screen, biochemical, AlphaScreen, single concentration, set 2 | inhibition, % at 12.5 µM | NSD2 peptide methylation, 120 min | 0.54% of 310,000 active; in the data active = inhibition above about 50%
CAL PDZ FP-1: untagged CAL PDZ binding inhibitors, primary screen, biochemical, fluorescence polarization, HTS; Golgi-associated PDZ and coiled-coil motif-containing protein (Homo sapiens), Q9HD26; purified CAL PDZ, TMR-peptide fluorescence polarization, 1 h; inhibition, % at 24.9 µM; 0.92% of 300,000 active; AID 602252, 2012;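 active = mean inhibition of at least 30% with at least half of replicates also reaching 30%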;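 also: 0% = DMSO neutral control and 100% = excess unlabeled competitor peptide PRC23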
V-ATPase pHluor: regulators of yeast V-ATPase proton pumping, primary screen, pHLuorin cytosolic pH fluorescence. AID 504577, 2011. S. cerevisiae. response, % at 10 µM. 0.37% of 350,000 active; in the data active = response mostly above about 7.3%, no sharp cut-off; inactive = mostly below about 5.4%; also: actives read high; inactives centre near 0; some compounds called inactive have numbers as strong as hits; reference of the scale not given here
LANA DNA inh: inhibitors of KSHV C-LANA binding to DNA, primary screen, biochemical, fluorescence polarization, FAM-LBS DNA, MBP-C-LANA, single point; inhibition, % at 9 µM; 0.078% of 340,000 active; AID 504423, 2011;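 active = highest replicate inhibition at or above 60% at 9 µM, even if other replicates fall short; inactive = all replicates below 60% inhibition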;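 also: 0% = neutral control wells and 100% = 4 µM acridine orange control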
CAL PDZ FP-2: CAL PDZ peptide-binding inhibitors, primary screen, biochemical, fluorescence polarization, Cer-tagged CAL PDZ, HTS; Golgi-associated PDZ and coiled-coil motif-containing protein (Homo sapiens), Q9HD26; purified CAL PDZ, TMR-peptide fluorescence polarization, 1 h; inhibition, % at 20 µM; 0.02% of 330,000 active; AID 504414, 2011;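 active = highest replicate inhibition of at least 40%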;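 also: plate controls were DMSO neutral control wells for no effect and unlabeled competitor peptide control wells for full effect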
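Material: tagged CAL PDZ domain; buffer or medium: 25 mM sodium phosphate pH 7.4, 150 mM NaCl, TCEP, IgG, Thesit; compound dosing: single point, 20 µM; schedule: 1 h incubation at room temperature before polarization reading; measured by: FP readout, S and P plane fluorescence; read-out basis: percent inhibition from loss of millipolarization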
DSG3 Ab inh: inhibitors of pemphigus antibody binding to DSG3, primary screen, biochemical, bead-based, flow cytometry, scFv-GFP; AID 588358, 2011; 0.48% of 310,000 active; DSG3-coupled beads, scFv-anti-DSG3-GFP binding; hits give low values; binding (percent of control), % at 10 µM; Desmoglein-3 (Homo sapiens), P32926;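 active = binding more than 3 SD below its plate's average and above zero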;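 also: hits lower antibody fragment binding to DSG3; some compounds called inactive have numbers as strong as hits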
Target sequence (P32926 whole entry, looked up, the tested form may be a part): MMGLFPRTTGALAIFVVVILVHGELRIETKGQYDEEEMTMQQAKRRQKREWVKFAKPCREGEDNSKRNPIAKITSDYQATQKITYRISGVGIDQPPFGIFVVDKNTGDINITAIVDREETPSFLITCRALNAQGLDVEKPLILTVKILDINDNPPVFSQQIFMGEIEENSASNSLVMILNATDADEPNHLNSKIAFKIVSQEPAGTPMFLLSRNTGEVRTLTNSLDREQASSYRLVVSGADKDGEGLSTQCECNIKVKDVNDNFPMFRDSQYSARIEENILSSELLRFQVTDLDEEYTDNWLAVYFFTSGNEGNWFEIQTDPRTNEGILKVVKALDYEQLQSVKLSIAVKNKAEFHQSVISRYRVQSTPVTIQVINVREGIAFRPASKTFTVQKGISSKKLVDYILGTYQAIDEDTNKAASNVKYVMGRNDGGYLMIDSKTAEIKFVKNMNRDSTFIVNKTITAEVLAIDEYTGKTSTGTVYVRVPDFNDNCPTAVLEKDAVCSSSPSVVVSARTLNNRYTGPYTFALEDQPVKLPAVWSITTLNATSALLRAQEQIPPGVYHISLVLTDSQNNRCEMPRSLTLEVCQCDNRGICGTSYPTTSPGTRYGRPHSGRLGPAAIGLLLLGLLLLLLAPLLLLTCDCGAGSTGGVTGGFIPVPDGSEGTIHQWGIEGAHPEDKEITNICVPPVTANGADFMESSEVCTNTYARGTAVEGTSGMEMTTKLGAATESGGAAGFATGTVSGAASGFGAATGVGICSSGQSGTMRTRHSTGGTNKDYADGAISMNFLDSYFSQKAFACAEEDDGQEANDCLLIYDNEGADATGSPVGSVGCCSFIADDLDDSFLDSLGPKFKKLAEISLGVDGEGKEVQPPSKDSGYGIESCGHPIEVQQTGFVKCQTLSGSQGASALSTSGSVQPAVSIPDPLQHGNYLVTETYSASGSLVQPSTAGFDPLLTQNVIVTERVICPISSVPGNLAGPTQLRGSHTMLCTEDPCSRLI
RTF Ca sens inh: cardiac RTF calcium sensitivity inhibitors, primary screen, biochemical, IANBD-TnC fluorescence, EC70 calcium | inhibition, % at 7.15 µM | 0.12% of 340,000 active | AID 493244, 2011 | IANBD-labeled cardiac RTF, Ca2+ fluorescence;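 active = inhibition above the mean inhibition of all tested compounds plus 3 SD, cut at about 17% in these data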;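 also: assay run at fixed EC70 calcium of 1.6 mM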
Keap1 Nrf2 FP: Keap1-Nrf2 protein-protein interaction inhibitors, primary screen, biochemical, fluorescence polarization, single point; 0.15% of 340,000 active; inhibition, % at 9.4 µM; AID 504523, 2011; Kelch-like ECH-associated protein 1 (Homo sapiens), Q14145; Keap1 Kelch-Nrf2 peptide fluorescence polarization, 1536-well; in the data active = inhibition above about 12%;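 also: human Keap1 Kelch domain with fluorescein labeled Nrf2 9mer peptide probe; 0% = neutral control wells and 100% = peptide positive control; higher means more block of Keap1 binding to Nrf2 peptide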
DAGLB inhibitor: DAGLB lipase inhibitors, primary screen, biochemical, fluorescence, HTS. Diacylglycerol lipase-beta (Homo sapiens), Q8NCG7. HEK293T DAGLB membrane lysate, EnzChek fluorogenic substrate. inhibition, % at 5.17 µM. 0.059% of 340,000 active. AID 504411, 2011; in the data active = inhibition above about 34%;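 also: 0% = enzyme with vehicle and 100% = wells lacking enzyme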
Arr AP2 block: inhibitors of beta-arrestin/AP2 binding, primary screen, biochemical, GPCR trafficking, flow cytometry; beta-arrestin 1 C-terminal peptide binding to AP2 beta2-adaptin appendage (human); FITC-arrestin peptide / GST-AP2 beads; AP2 beta2 appendage carries R879A mutation; inhibition, % at 10 µM; 0.31% of 340,000 active;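 active = inhibition above a set limit, near 3 SD of compounds lacking own fluorescence, cut at about 54% in these data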;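 also: plate controls were DMSO wells for no effect and 5 µM unlabelled arrestin peptide for full effect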
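test system = AP2 appendage R879A on GSH beads | buffer or medium = PBS plus Tween 20 (0.05%) and BSA (0.1%) | incubation = 12 min plus 1 h, RT | detection = bead flow cytometry, FITC channel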
* hit, by the source's call; . = no result given.

compound	NSD2 inh	CAL PDZ FP-1	V-ATPase pHluor	LANA DNA inh	CAL PDZ FP-2	DSG3 Ab inh	RTF Ca sens inh	Keap1 Nrf2 FP	DAGLB inhibitor	Arr AP2 block
O=C(CCCC(=O)N1CCN(c2ccccc2F)CC1)c1ccccc1	.	-2	3	-1.1	0.7	110	0	0	-4	25
Cc1ccc(-c2nc(N)n(C(=O)c3ccco3)n2)cc1	-4	-2	-4	2.2	-1.9	94	-9	5	-1	-3
COc1cc2c(cc1OC)CN(C(=O)c1sccc1C)CC2	-1	-7	-2	-1.3	-0.2	106	-3	-2	0	13
CC(O)c1nc2ccccc2n1C/C=C/c1ccccc1 (stereo not given)	2	-2	-2	0.5	-2.4	101	-8	3	3	-1
CC(C)Oc1ccc(S(=O)(=O)N(C(C)C)C(C)C)cn1	7	0	7	-0.4	-1.1	112	-5	-1	-9	1
Cc1ccc2ncnc(Nc3ccc(C)c(C)c3)c2c1	-3	-1	1	-0.3	-2.7	103	-1	-1	-3	-4
C#CCOCCOCCOCCNc1nc(N2CCN(C(=O)[C@H](Cc3cc4ccccc4[nH]3)n3cc([C@@H](N)Cc4ccc(O)cc4)nn3)CC2)nc(N2CCN(C(=O)[C@H](Cc3cc4ccccc4[nH]3)n3cc([C@@H](N)CC(C)C)nn3)CC2)n1	.	8	1	2.0	-1.5	115	-8	-5	4	-17
COc1ccc(C(=O)NNC(=O)OC(C)(C)C)cc1	-3	3	1	-1.1	-0.1	88	11	1	2	8
COCCn1c(CN2CCN(c3ccccc3)CC2)nc2c1c(=O)n(C)c(=O)n2C	-1	-3	8	0.9	0.8	109	-4	-2	-5	1
O=C(CSc1nc2ccccc2n1CC(=O)N1CCCC1)Nc1ccc2c(c1)OCO2	0	-6	0	-1.7	.	105	-7	-4	-24	1
CN1/C(=C\C(=S)NC(=O)c2cccc(Br)c2)C(C)(C)c2ccccc21	7	-5	-1	2.1	-0.6	125	1	-1	16	41
CCC(Sc1nc(C)cc(=O)[nH]1)C(=O)Nc1sc2c(c1C#N)CCCC2 (stereo not given)	-2	-3	1	0.3	-1.5	97	13	-4	5	-5
CCc1nc(N)c(C#N)c(-c2ccc(O)c(OC)c2)c1C	-3	-3	-2	-0.7	-2.0	100	5	-2	-3	23
N#Cc1ccccc1S(=O)(=O)N1CCN(C(=O)[C@H](Cc2ccccc2)NC(=O)c2ccco2)CC1	2	0	-1	2.2	0.0	.	-4	-3	-3	21
Cn1c(-c2cnn(-c3ccccc3)c2N)n[nH]c1=S	0	.	0	1.2	-0.4	94	-3	2	0	30
CSc1oc(-c2ccccc2)nc1S(=O)(=O)c1ccc(C)cc1	-1	-4	2	0.0	-1.3	101	-5	0	-6	-5
CC1CCN(C(=O)COC(=O)C2CCN(S(=O)(=O)c3c(Cl)cccc3Cl)CC2)CC1	1	-2	0	0.6	-3.0	96	-23	-5	-3	2
CN(C(=O)CCc1nnc(Cc2ccc(-c3ccccc3)cc2)o1)C1CCOCC1	9	-2	-5	1.9	-0.4	100	-9	-3	-1	10
Cc1cc(NC(=O)CCC(=O)N(Cc2ccco2)C2(C(=O)NC3CCCC3)CCCCC2C)no1 (stereo not given)	.	-3	-1	-1.0	-2.4	.	3	5	1	-18
O=C(O)CSCC(=O)Nc1ccccn1	1	-7	-1	-0.6	-0.1	108	4	-4	2	4
CCCCCCCCC(=O)N/N=C(\C)c1ccco1	-1	-4	1	0.8	-1.6	85	-6	-2	-2	-9
CCOc1ccccc1-c1nc(-c2cc3ccc(C)cc3[nH]c2=O)no1	-1	-1	1	0.5	-3.7	102	-7	-4	-1	25
CC(=O)N1CCN2C(=O)C1CCCC(=O)c1cc(C)ccc12 (stereo not given)	0	1	-4	-1.1	-0.8	95	-7	-2	-3	2
COc1ccc(-n2nc(C(=O)NCC(=O)NC3CCCCC3)c3ccccc3c2=O)c(OC)c1	0	-2	-2	0.6	-1.9	.	-5	-1	-1	-6
O=C(/C=C/Nc1cccc(C(F)(F)F)c1)c1ccco1	4	-4	3	0.8	-2.5	108	-8	-2	-3	4

The closing 3 entries of the part before lead into the next.
compound	NSD2 inh	CAL PDZ FP-1	V-ATPase pHluor	LANA DNA inh	CAL PDZ FP-2	DSG3 Ab inh	RTF Ca sens inh	Keap1 Nrf2 FP	DAGLB inhibitor	Arr AP2 block
CC(=O)N1CCN2C(=O)C1CCCC(=O)c1cc(C)ccc12 (stereo not given)	0	1	-4	-1.1	-0.8	95	-7	-2	-3	2
COc1ccc(-n2nc(C(=O)NCC(=O)NC3CCCCC3)c3ccccc3c2=O)c(OC)c1	0	-2	-2	0.6	-1.9	.	-5	-1	-1	-6
O=C(/C=C/Nc1cccc(C(F)(F)F)c1)c1ccco1	4	-4	3	0.8	-2.5	108	-8	-2	-3	4
OCCCn1c(C2CCCN2c2nc(-c3ccc(Cl)cc3)cs2)nc2cc(Cl)c(N3CCCCC3)cc21 (stereo not given)	.	-2	-2	-2.0	1.4	98	-3	-5	0	-3
COC(=O)c1c(C(=O)OC)c(-c2ccc(F)cc2)n2c1CS(=O)C2 (stereo not given)	1	-3	3	-1.3	-1.2	92	-7	-6	-1	12
NC(=O)C1CCN(C(=O)c2cc(S(=O)(=O)N3CCOCC3)c(Cl)cc2Cl)CC1	.	7	-2	1.4	-1.1	.	-9	1	-3	-3
Cc1ccc(C(=O)CCC(=O)OCc2nnc(-c3ccccc3)o2)cc1	-2	-6	-1	-1.9	-2.9	104	3	-3	-4	-8
C[C@H](CO)N1C[C@H](C)[C@@H](CN(C)S(=O)(=O)c2cccs2)Oc2ccc(NC(=O)c3ccncc3)cc2C1=O	.	-1	-1	-0.4	-1.5	101	4	-2	2	.
COc1cc(C2C(C(=O)c3cccs3)=C(O)C(=O)N2CCN2CCOCC2)cc(OC)c1OC (stereo not given)	.	5	2	1.9	-2.0	107	-3	-3	1	1
C/C(=N/NC(=O)c1sc(NS(=O)(=O)c2ccc(C)cc2)nc1C)c1sc(N)nc1C	8	4	1	0.3	-0.3	119	-3	3	5	14
CC12CCC(C(=O)NCCCN3CCOCC3)(OC1=O)C2(C)C (stereo not given)	-1	-2	2	1.2	-0.3	97	-8	-8	-1	10
NNC(=O)Nc1cccc(C(F)(F)F)c1	-1	-2	-5	-3.1	-1.0	114	1	0	-1	-47
COc1ccc(C(CNC(=O)c2ccc(S(=O)(=O)N(C)C)cc2)N2CCCC2)cc1 (stereo not given)	1	0	1	-0.6	-2.2	123	-2	0	-3	-10
CC1(C)Cc2c(c(-c3ccccc3)nc(N3CCCC3)c2C(N)=O)CO1	-1	2	3	1.0	0.2	92	-5	1	2	5
C=CCn1c(C)nc2c(sc3nc4c(cc32)COC(C)(C)C4)c1=O	0	-8	4	0.3	-0.7	111	-2	-3	-1	-16
Oc1[nH]c2ccccc2c1N=Nc1c(F)c(F)c(Cl)c(F)c1F	5	-1	-2	0.6	-0.8	99	-6	-1	-2	-6
CCC(=O)N1CCc2cc(S(=O)(=O)NC(C(=O)NCc3ccc(C)cc3)C(C)C)ccc21 (stereo not given)	-1	-2	-1	1.9	-2.4	104	-8	4	0	34
O=C1Nc2ccccc2C1c1ncc(C(F)(F)F)cc1Cl (stereo not given)	39	0	-1	-0.7	0.6	113	-5	3	-2	-2
CCn1c(=N)n(CC(=O)c2ccc(Br)s2)c2ccccc21	.	5	0	0.3	-0.9	85	-4	-4	1	5
Cc1csc(SCC(=O)NC(C)c2ccccc2)n1 (stereo not given)	.	-2	0	3.3	3.6	94	-1	1	1	-3
CCc1c(C)[nH]n(CCC#N)c1=O	22	0	-1	-1.1	-0.2	97	-5	-1	0	2
CC1(/[N+]([O-])=C/c2cccc(Cl)c2)CCCCC1=O (stereo not given)	5	-6	-1	-1.3	0.0	.	-5	-2	-3	-1
O=C(O)c1ccc(COc2c(F)c(F)c(F)c(F)c2F)o1	8	-5	-3	1.9	-0.9	102	-14	0	-3	-5
Fc1cccc(COc2ccccc2C(=S)N2CCCC2)c1	-2	43*	-1	-0.9	.	99	-2	-3	-5	-34
O=C(NC1CCCCC1)c1ccc([N+](=O)[O-])o1	2	-3	-1	-1.0	-1.8	97	-13	-1	-2	16
Cc1ncc(CO)c(/C=N/NC(=O)c2ccc(O)cc2)c1O	-6	5	-1	-1.5	-1.1	103	2	-2	2	40
CC1CCN(C2(O)C(=O)Nc3ccc(Br)cc32)CC1 (stereo not given)	.	-1	-2	.	-0.4	112	-4	.	-2	18
Cc1c(NS(=O)(=O)c2cc(C(=O)N(C)Cc3ccccc3)ccc2Cl)c(=O)n(-c2ccccc2)n1C	3	-2	0	5.4	0.6	118	2	-2	-1	45

Only part of the results is shown (hit frequency here may not be typical).
